Compound activity as filed in PubChem BioAssay.
CHRM1 agonist: human M1 muscarinic receptor agonism | activation, % at 3 µM | hit rate 0.33% among 360,000 | CHO-K1 hM1, Fluo-8 calcium fluorescence, agonist mode; 0% DMSO, 100% acetylcholine EC100 | AID 588814;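 active = activation above the run's mean compound activation plus 3 SD, cut at about 16% in these data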;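 also: peak over basal fluorescence ratio within a 140 s kinetic read after compound addition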
V1R ag counter: V1a receptor agonism, counter-screen for OXTR agonists; P37288; CHO-V1R cells, Fluo-8 calcium fluorescence, agonist mode; 0% DMSO, 100% 3 nM vasopressin; activation, % at 3 µM; hit rate 0.25% among 320,000; AID 2797;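 active = activation above the mean activation of all tested compounds plus 3 SD, per screening run, cut at about 20% in these data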;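 also: signal is peak over basal fluorescence ratio across a 100 second FLIPR read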
M1 antag: blocks human M1 muscarinic receptor; P11229; CHO-K1 hM1, Fluo-8 calcium fluorescence, ACh EC80 antagonist; inhibition, % at 3 µM; hit rate 1.3% among 360,000; AID 588852;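 active = percent inhibition above its own plate's cutoff, namely the mean of that plate's compound wells plus 3 SD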;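 also: peak over basal fluorescence ratio during 140 s after agonist addition; 0% = ACh EC80 plus DMSO and 100% = DMSO alone without agonist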
CHO parental Ca: counter-screen: ATP calcium response change in parental CHO cells | parental CHO-K1, ATP-induced calcium, Fluo-8 fluorescence | inhibition, % at 5.6 µM | hit rate 0.63% among 330,000;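 active = inhibition above that plate's mean sample inhibition plus 3 SD, cut at about 26% in these data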;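 also: 0% = ATP-challenged DMSO wells and 100% = DMSO wells without ATP; some compounds past the cut are filed as inactive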
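test system = CHO parental line | reagent = ATP stimulus | measured by = intracellular calcium via Fluo-8 no-wash fluorescent dye | control set = ATP and no-ATP DMSO wells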
TAAR1 antag: antagonists of human TAAR1; AID 624466; CHO RD-HGA16 TAAR1, Fluo-8 calcium fluorescence, antagonist; inhibition, % at 3 µM; hit rate 1.5% among 360,000;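 active = inhibition above a per-plate cutoff, the mean inhibition of test compounds on that plate plus 3 SD, cut at about 49% in these data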;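 also: 0% = DMSO plus EC80 beta-PEA response and 100% = DMSO alone without agonist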
Target sequence (Q96RJ0 whole entry, looked up): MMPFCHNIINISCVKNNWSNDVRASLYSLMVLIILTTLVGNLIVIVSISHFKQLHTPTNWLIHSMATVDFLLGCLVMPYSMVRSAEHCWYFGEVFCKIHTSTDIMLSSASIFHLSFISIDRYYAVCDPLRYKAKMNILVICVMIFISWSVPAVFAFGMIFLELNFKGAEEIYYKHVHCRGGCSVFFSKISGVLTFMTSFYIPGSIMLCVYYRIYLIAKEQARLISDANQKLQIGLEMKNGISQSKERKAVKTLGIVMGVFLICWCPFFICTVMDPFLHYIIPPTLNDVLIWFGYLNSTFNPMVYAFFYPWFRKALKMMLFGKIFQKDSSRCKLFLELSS
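Test system: CHO RD-HGA16 cells bearing hTAAR1 | Reagent: β-PEA, EC80 | Compound dosing: 3 µM, single point | Schedule: Dye loading 75 min at 37 °C, then 30 min room temperature | Signal: Calcium fluorescence with Fluo-8 | Evaluation: Percent inhibition of PEA-evoked calcium signal, max/basal emission ratio | Control set: DMSO-only wells and EC80 β-PEA-stimulated wells | Repeats: Singlicate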
OXTR potentiator: potentiates the human oxytocin receptor response | CHO-OTR cells, Fluo-8 calcium fluorescence, potentiator mode; 0% = oxytocin EC15, 100% = EC100 | hit rate 0.061% among 320,000 | activation, % at 3 µM | P30559;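 active = activation above that plate's cutoff, the mean activation of tested compounds plus 3 SD, cut at about 6.6% in these data, passing the limit was not always enough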;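 also: 100% uses oxytocin at 75 nM as the full agonist control; some results filed as inactive read as strong as hits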
Target sequence (P30559 whole entry, looked up): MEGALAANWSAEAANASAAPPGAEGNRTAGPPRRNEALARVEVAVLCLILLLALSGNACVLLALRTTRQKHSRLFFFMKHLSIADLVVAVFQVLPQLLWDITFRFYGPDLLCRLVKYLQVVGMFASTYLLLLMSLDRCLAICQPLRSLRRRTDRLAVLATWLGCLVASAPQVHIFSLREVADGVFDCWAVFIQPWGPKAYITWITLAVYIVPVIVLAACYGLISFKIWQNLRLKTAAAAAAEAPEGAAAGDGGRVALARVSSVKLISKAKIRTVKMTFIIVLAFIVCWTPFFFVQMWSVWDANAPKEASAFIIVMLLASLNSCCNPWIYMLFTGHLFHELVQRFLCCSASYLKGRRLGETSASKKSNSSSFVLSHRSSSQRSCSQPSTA
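System: human OTR in CHO cells; Also added: sub-maximal oxytocin, roughly EC15; Timing: compound 6 min at room temperature before oxytocin, 100 s read; Technique: Fluo-8 intracellular calcium fluorescence, ex 470-495, em 515-575 nm; Controls: oxytocin EC15 low and EC100 high; Replication: singlicate.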
TAAR1 ag: agonists of human TAAR1. Q96RJ0. CHO RD-HGA16 TAAR1, Fluo-8 calcium fluorescence; vehicle wells 0%, saturating PEA agonist 100%. activation, % at 3 µM. hit rate 0.99% among 360,000;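 active = activation above the mean activation of all test compounds in the run plus 3 SD, cut at about 38% in these data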
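System: CHO RD-HGA16 cells carrying human TAAR1 plus Gα16; Incubation: 17-24 h seeding, 75 min 37 °C dye, 30 min RT; Measured by: Fluo-8 fluorescence, 5 s baseline then 140 s kinetic read; Control set: DMSO and PEA EC100; Replication: single well for each compound.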
M1 PAM: potentiates human M1 receptor response to acetylcholine | P11229 | CHO-K1 hM1, Fluo-8 calcium fluorescence, ACh EC20; 0% = ACh EC20, 100% = maximal ACh | activation, % at 3 µM | hit rate 0.088% among 360,000 | AID 588819; in the data active = activation above about 19%, passing the limit was not always enough
OXTR agonist: activates the human oxytocin receptor; P30559; CHO-OTR cells, Fluo-8 calcium fluorescence; normalized: DMSO 0%, oxytocin 100%; activation, % at 3 µM; hit rate 0.32% among 320,000;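 active = activation above the mean of all tested compounds plus 3 SD, cutoff set per screening run, cut at about 20% in these data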;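 also: peak over basal fluorescence ratio from a 100 s FLIPR kinetic read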
* marks the source's active call; other numbers are inactive results; . = no result given. This is a random part of the collection. Share with any hit: about 3.7%.

SMILES | CHRM1 agonist | V1R ag counter | M1 antag | CHO parental Ca | TAAR1 antag | OXTR potentiator | TAAR1 ag | M1 PAM | OXTR agonist
Cc1nc(NCCc2ccccc2F)c(C#N)c(C)c1[N+](=O)[O-] | -3 | -1.1 | 13 | -24 | 18 | -17 | 0 | -12 | -1.6
COc1ccccc1CNC(=O)COC(=O)CSc1ccc(C)c(C)c1 | -6 | . | -13 | . | -9 | . | -1 | 9 | .
Cc1cc(NC(=O)CSc2nc3c(cnn3-c3cccc(Cl)c3)c(=O)[nH]2)no1 | 0 | 0.8 | -10 | -15 | -1 | -2 | 1 | 10 | 0.6
CC(O)(C#CCN1CCCC1)c1ccccc1 (stereo not drawn) | -9 | 0.4 | 41* | -12 | -14 | 4 | 5 | -21 | 1.3
CC(C)(C)c1csc(NC(=O)c2ccc(Br)o2)n1 | -4 | -0.2 | 1 | -17 | -32 | -2 | -1 | 0 | -0.5
O=C(COC(=O)c1nc(Cl)ccc1Cl)Nc1ccc2[nH]c(=O)[nH]c2c1 | -2 | 0.4 | -4 | -16 | 10 | -10 | 0 | 6 | 0.5
CN(C)C(CNC(=O)c1ccc(S(=O)(=O)Nc2ccccc2)cc1)c1ccco1 (stereo not drawn) | -6 | 3.0 | 27* | 1 | 14 | -8 | 11 | -17 | 8.2
COC(=O)c1ccccc1NC(=O)CSc1n[nH]c(-c2ccco2)n1 | 0 | 1.1 | -9 | -6 | -20 | -3 | 5 | 18 | 0.4
COCCNC(=O)CSc1nnc(-c2ccccc2)c(-c2ccccc2)n1 | 0 | -0.7 | -7 | 10 | -8 | 2 | 12 | 11 | -0.3
Cc1cc(C)c(-c2csc(NC(=O)/C=C/c3cccs3)n2)c(C)c1 | -15 | 1.3 | 10 | -13 | 6 | -9 | -1 | -19 | -0.5
C=C(c1ccccc1O)n1ccnc1 | -3 | 2.0 | -9 | 2 | -3 | -15 | 4 | 9 | 1.1
COC(=O)c1c(NC(=O)CCS(=O)(=O)c2ccccc2)sc2c1CCN(C)C2 | -5 | -0.1 | -8 | -21 | 7 | -10 | 0 | -2 | 0.3
CCCC(C(=O)NC(C)(C)CC)N(Cc1ccco1)C(=O)CNS(=O)(=O)c1ccccc1 (stereo not drawn) | -3 | 0.7 | -19 | -26 | -18 | -12 | -5 | 17 | -1.3
COc1ccc(NC(=O)N(CCCN2CCOCC2)Cc2cccnc2)c(OC)c1 | -1 | 0.0 | -13 | 3 | -7 | -7 | 1 | 6 | 0.5
O=S(=O)(Nc1ccc2c(c1)OCO2)c1cccc(Br)c1 | -5 | -0.9 | -13 | -9 | -11 | -5 | 7 | 5 | -0.7
CCN(Cc1nc(-c2cccc(Cl)c2)no1)CC1CCCO1 (stereo not drawn) | -8 | -0.2 | -11 | -2 | -21 | -1 | 5 | 9 | 0.0
O=C(CN1C(=O)C2CC=CCC2C1=O)NCC(=O)Nc1ccc(F)c(F)c1 (stereo not drawn) | -4 | 0.3 | 0 | -6 | -10 | -1 | 2 | 0 | -0.1
O=C(NCC(=O)N1CCN(Cc2c(F)cccc2Cl)CC1)c1cccs1 | -5 | . | -8 | . | -14 | . | 1 | 4 | .
Cc1cccc(NC(=O)CSc2ccc(-c3cccs3)nn2)c1C | -4 | 0.3 | 2 | -11 | -7 | -1 | 6 | 1 | -1.2
O=C(COc1ccccc1)Nc1nnc(C23CC4CC(CC(C4)C2)C3)s1 | 2 | -0.3 | -17 | -10 | -4 | -7 | 1 | 13 | -0.2
COc1ccc(NC(=S)Nc2ccccn2)c(OC)c1 | -3 | 0.1 | -6 | -13 | -7 | 7 | 1 | 6 | -0.9
COc1ccccc1N1CCN(/N=C/c2ccccc2C(=O)O)CC1 | -2 | 0.2 | -4 | -1 | -11 | -2 | 4 | 4 | -0.5
COC(CNC(=O)CN1CCN(Cc2ccccc2F)C1=O)OC | 4 | 0.4 | -18 | -2 | 3 | -14 | 0 | 20 | 0.7
CC(=O)c1ccc(N2CCN(S(=O)(=O)c3cccc(S(=O)(=O)N4CCOCC4)c3)CC2)cc1 | -4 | 5.8 | -14 | -9 | -6 | -11 | 3 | 8 | 2.1
CCCCNC(=O)c1cc([N+](=O)[O-])[nH]n1 | -1 | 1.0 | -11 | 0 | 3 | 1 | -2 | 9 | 0.2
COc1ccc(/C=N/NC(=O)c2cccc([N+](=O)[O-])c2)cc1OC(=O)c1ccc(C)cc1 | 0 | -0.2 | -8 | -10 | 15 | -20 | -1 | 8 | -2.1
O=S(=O)(c1ccccc1F)N1CCN(Cc2cc3c(cc2O)OCO3)CC1 | -4 | 0.1 | 2 | -8 | 7 | -5 | 0 | 3 | -0.1
O=C(NC1CCCCC1)C1CCN(S(=O)(=O)N2CCOCC2)CC1 | -4 | 0.0 | -6 | 6 | 0 | -11 | 3 | 10 | 1.1
Cn1c(=O)cc(OCCCC(=O)NCCN2CCN(c3ccccc3F)CC2)c2ccccc21 | -10 | 0.0 | -3 | -16 | -16 | 0 | 0 | 0 | -1.4
CCOCCOC(=O)c1[nH]c2c(c1C)C(=O)CC(c1ccc(N(C)C)cc1)C2 (stereo not drawn) | -2 | 2.8 | 4 | 1 | 11 | -22 | 2 | -1 | 1.2

Ordered by heavy-atom count (descending): 10 of the compounds above.
SMILES | CHRM1 agonist | V1R ag counter | M1 antag | CHO parental Ca | TAAR1 antag | OXTR potentiator | TAAR1 ag | M1 PAM | OXTR agonist
CC(=O)c1ccc(N2CCN(S(=O)(=O)c3cccc(S(=O)(=O)N4CCOCC4)c3)CC2)cc1 | -4 | 5.8 | -14 | -9 | -6 | -11 | 3 | 8 | 2.1
COc1ccc(/C=N/NC(=O)c2cccc([N+](=O)[O-])c2)cc1OC(=O)c1ccc(C)cc1 | 0 | -0.2 | -8 | -10 | 15 | -20 | -1 | 8 | -2.1
Cc1cc(NC(=O)CSc2nc3c(cnn3-c3cccc(Cl)c3)c(=O)[nH]2)no1 | 0 | 0.8 | -10 | -15 | -1 | -2 | 1 | 10 | 0.6
COCCNC(=O)CSc1nnc(-c2ccccc2)c(-c2ccccc2)n1 | 0 | -0.7 | -7 | 10 | -8 | 2 | 12 | 11 | -0.3
COC(=O)c1ccccc1NC(=O)CSc1n[nH]c(-c2ccco2)n1 | 0 | 1.1 | -9 | -6 | -20 | -3 | 5 | 18 | 0.4
Cc1cc(C)c(-c2csc(NC(=O)/C=C/c3cccs3)n2)c(C)c1 | -15 | 1.3 | 10 | -13 | 6 | -9 | -1 | -19 | -0.5
COc1ccc(NC(=S)Nc2ccccn2)c(OC)c1 | -3 | 0.1 | -6 | -13 | -7 | 7 | 1 | 6 | -0.9
CC(C)(C)c1csc(NC(=O)c2ccc(Br)o2)n1 | -4 | -0.2 | 1 | -17 | -32 | -2 | -1 | 0 | -0.5
CC(O)(C#CCN1CCCC1)c1ccccc1 (stereo not drawn) | -9 | 0.4 | 41* | -12 | -14 | 4 | 5 | -21 | 1.3
CCCCNC(=O)c1cc([N+](=O)[O-])[nH]n1 | -1 | 1.0 | -11 | 0 | 3 | 1 | -2 | 9 | 0.2

(further entries)
SMILES | CHRM1 agonist | V1R ag counter | M1 antag | CHO parental Ca | TAAR1 antag | OXTR potentiator | TAAR1 ag | M1 PAM | OXTR agonist
Cc1nccn1Cc1ccccc1 | 2 | 0.6 | -34 | -5 | -18 | -8 | 5 | 4 | 0.3
COc1ccccc1NC(=O)CCc1c(C)[nH]c(=O)c(C#N)c1C | -1 | 0.2 | -30 | -6 | 8 | -5 | -1 | 10 | 0.0
CCCC(c1nnnn1CCc1ccccc1)N1CCC(C(N)=O)CC1 (stereo not drawn) | 5 | 0.3 | -13 | -4 | 21 | -8 | 1 | 11 | 1.7
COc1cc(/C=C/C(=O)NC(C)CCc2ccccc2)cc(OC)c1OC (stereo not drawn) | -8 | -1.0 | 5 | -22 | -14 | -4 | 3 | -3 | -2.9
COc1ccccc1OCCNC(=O)CCS(=O)(=O)c1ccccc1 | -3 | 4.7 | 6 | -16 | 5 | -3 | 7 | 2 | 0.4
COC(=O)c1[nH]c2cc(OC)ccc2c1NC(=O)c1ccc2c(c1)OCO2 | 3 | 0.0 | 7 | -8 | -4 | -1 | 3 | -1 | 0.1
Cn1c(=O)[nH]c(=O)c2c1nc(CN1CCN(c3ccccc3F)CC1)n2CCCc1ccccc1 | -3 | -0.3 | -28 | -24 | 0 | 3 | 2 | 7 | -0.9
COc1cc(/C=C2/C(=O)N(C)C(=S)N2C)ccc1OCc1cccc(F)c1 | 1 | 0.1 | -12 | -8 | -5 | 6 | 2 | 10 | -0.1
CCS(=O)(=O)c1nc(S(=O)(=O)c2ccc(Cl)cc2)c(NCCOC)s1 | -4 | 1.5 | -3 | 0 | 11 | -16 | 4 | 4 | -1.0
C[n+]1ccccc1C1CCCC/C1=N\Nc1ccc([N+](=O)[O-])cc1[N+](=O)[O-] (stereo not drawn) | -3 | -1.1 | 0 | 0 | 17 | 6 | 10 | 0 | 1.6
C[C@@H]1CN([C@@H](C)CO)C(=O)Cc2cc(NC(=O)Nc3cccc4ccccc34)ccc2O[C@@H]1CN(C)S(C)(=O)=O | -3 | 0.2 | -2 | -5 | 1 | 1 | 1 | 9 | 1.5
CCOC(=O)N1CCN(c2c(NC3CCN(Cc4ccccc4)CC3)c(=O)c2=O)CC1 | -12 | 0.3 | 13 | -9 | -12 | 1 | 1 | -7 | 1.8
O=C(CN1CCOCC1)Nc1ccccc1-c1ccccc1 | -4 | -1.0 | 3 | -11 | -5 | -4 | 3 | 6 | -1.1
COc1cccc(COc2ccc3c(C)c(Cc4ccccc4)c(=O)oc3c2)c1 | 1 | 8.7 | -28 | 6 | 19 | -13 | 8 | 9 | 3.9
